# Screens: PubChem BioAssay, National Center for Advancing Translational Sciences (NCATS)
# WRN inhibitor – inhibitors of human WRN helicase. Q14191. 0.46% of 360,000 active. WRN helicase unwinding, fluorescent forked duplex, kinetic. AID 651768. Potency, µM (top dose mostly 114 µM), without a hit: at the highest dose activity change, negative = inhibition, actives largely listed as inhibitors; note: potency is the fitted concentration of half-maximal effect; % is set by controls: 0 for no effect and ±100 for the full control effect; nearly all actives have a fitted effect of over 55% in size
#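 Fluorescence dequenching readout, ex 525 nm/em 598 nm, kinetic mode: forked duplex DNA (100 nM final) with adjacent fluorophore and quencher unwound by WRN (20 nM final) with 2 mM ATP. Compound preincubation 15 min, room temperature.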
# EPAC1 antag – antagonists of human EPAC1. O95398. AID 720709. 0.14% of 360,000 active. Potency, µM (series often up to 115 µM), for the others: at the top dose activity change, negative = inhibition, hits mostly inhibitors. EPAC1 GEF assay, Rap1b-BODIPY-GDP exchange fluorescence;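 note: potency is the fitted concentration of half-maximal effect; plate controls were vehicle for no effect and positive control for full effect; nearly all actives have a fitted effect of over 50% in size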
# Abeta rescue – compounds reversing amyloid beta toxicity in yeast; yeast expressing A-beta42, growth rescue, OD600, 48 h; response scale: 0% DMSO, 100% iron-clioquinol control; Potency, µM (series often up to 46.1 µM), inactives show top-dose growth rescue, most hits filed as activators; 0.063% of 410,000 active; AID 1347071; note: potency is the fitted concentration of half-maximal effect; nearly all actives have a fitted effect of over 55% in size
#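 Yeast growth medium received pinned compounds, then yeast cells expressing toxic A-beta were added; plates incubated at 30 C for 48 hr. Growth read as absorbance at 600 nm, normalized to DMSO and equimolar FeCl3 plus clioquinol controls.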
# PLK1 PBD inh – inhibitors of human PLK1 polo-box domain binding; P53350; Plk1 PBD binding of FITC phosphopeptide, fluorescence polarization; Potency, µM, without a hit: max response, negative = inhibition, hits mostly inhibitors; 2.8% of 360,000 active; AID 720504; note: potency is the fitted concentration of half-maximal effect; series mostly up to about 57 µM; % is set by controls: 0 for no effect and ±100 for the full control effect; nearly all actives have a fitted effect of over 65% in size
# Target sequence (P53350 whole entry, looked up, the tested form may be a part): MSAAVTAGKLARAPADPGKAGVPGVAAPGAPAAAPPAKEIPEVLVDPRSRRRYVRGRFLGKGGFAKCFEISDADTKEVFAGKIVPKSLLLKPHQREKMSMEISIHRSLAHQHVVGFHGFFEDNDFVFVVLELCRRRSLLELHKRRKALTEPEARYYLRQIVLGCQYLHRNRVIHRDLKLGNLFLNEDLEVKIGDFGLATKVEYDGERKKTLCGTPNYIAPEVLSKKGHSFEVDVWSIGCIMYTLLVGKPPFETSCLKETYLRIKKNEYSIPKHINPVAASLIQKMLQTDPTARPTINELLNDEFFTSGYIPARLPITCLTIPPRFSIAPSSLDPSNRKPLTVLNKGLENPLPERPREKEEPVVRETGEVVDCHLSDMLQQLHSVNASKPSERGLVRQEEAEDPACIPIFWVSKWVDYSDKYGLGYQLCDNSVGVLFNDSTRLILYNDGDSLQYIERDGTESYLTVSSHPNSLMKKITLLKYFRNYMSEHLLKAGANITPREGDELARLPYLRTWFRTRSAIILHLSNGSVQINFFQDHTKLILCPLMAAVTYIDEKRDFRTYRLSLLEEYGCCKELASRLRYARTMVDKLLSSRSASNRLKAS
# EPAC1 ag – activates human EPAC1 exchange factor. EPAC1 agonist qHTS, biochemical assay; response scale: 100% = response to 6.5 mM cAMP. Potency, µM (top dose mostly 154 µM), for the others: top-dose activation, usual class: activators. 0.073% of 360,000 active; note: potency is the fitted concentration of half-maximal effect; nearly all actives have a fitted effect of over 60% in size
#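 Fluorescent GDP-exchange assay: 100 nM EPAC1 with 250 nM Rap1B preloaded with BODIPY-GDP and 50 uM GDP; compounds tested as concentration series, 5 min at room temperature, then read every 5 min for 30 min (ex 480/em 540 nm); normalized to 6.5 mM cAMP.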
# aSyn rescue – alpha-synuclein toxicity inhibition in yeast. Yeast expressing alpha-synuclein, growth rescue, BacTiter-Glo, 24 h. Potency, µM (series often up to 46.1 µM), for inactives: top-dose growth rescue (activation), usual class: activators. 0.14% of 370,000 active; note: potency is the fitted concentration of half-maximal effect; % of control where 0% means no effect; nearly all actives have a fitted effect of over 65% in size
#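 Galactose-induced alpha-syn yeast (OD600=0.02, raffinose-pregrown) + pinned cpd, 24 hr, 30 deg C; growth by BacTiter-Glo luminescence. Growth restoration scores as activation.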
# IL-2 act – IL-2 activation; 0.065% of 360,000 active; IL-2 activation reporter assay, cell-based qHTS; stimulated with anti-CD3/CD4/CD28 beads; in transgenic mouse T cells; activation, % (series mostly up to about 46 µM); in the data active = activation above about 50%; inconclusive = mostly about 30% to 49%; note: 0% is about no effect
#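 Unstimulated transgenic mouse T cells, 750 per well, received compound and, after 60 minutes, anti-CD3/anti-CD4 bead plus anti-CD28 stimulation. EGFP and DsRed were quantified after 18 hours.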
# PI5P4K alpha inh – inhibitors of human PI5P4K alpha. P48426. PI5P4Kalpha enzyme, ADP-Glo luminescence, 60 min; hits give low values. max response, %. 1.2% of 330,000 active. AID 652105; active = max response of -50% or lower; inconclusive = between -30% and -50%; inactive = -30% or higher; note: value at the top dose of about 77 µM; % is set by controls: 0 for no effect and ±100 for the full control effect
# Target sequence (P48426 whole entry, looked up): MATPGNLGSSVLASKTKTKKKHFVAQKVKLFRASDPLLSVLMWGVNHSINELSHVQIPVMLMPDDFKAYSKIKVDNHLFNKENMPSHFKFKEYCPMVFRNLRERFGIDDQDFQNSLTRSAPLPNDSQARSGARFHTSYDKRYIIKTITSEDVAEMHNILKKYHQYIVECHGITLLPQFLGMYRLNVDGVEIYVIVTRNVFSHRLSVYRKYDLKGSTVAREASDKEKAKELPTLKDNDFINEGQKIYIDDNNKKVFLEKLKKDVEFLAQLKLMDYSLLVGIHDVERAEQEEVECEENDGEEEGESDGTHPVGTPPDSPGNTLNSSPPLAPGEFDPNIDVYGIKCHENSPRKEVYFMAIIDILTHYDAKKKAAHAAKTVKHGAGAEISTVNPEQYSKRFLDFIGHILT
#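 PI5P4Kalpha ADP-Glo assay; 5 microM ATP final; 60 min RT reaction; HEPES pH 7.4/EGTA/CHAPS, 5% DMSO; controls lacking substrate or enzyme; luminescent end-point.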
# FUS suppressor – FUS proteinopathy suppression in yeast; S. cerevisiae FUS-expressing, growth rescue, OD600, 24 h; Potency, µM (highest dose often 76.6 µM), for inactives: top-dose growth rescue (activation), usual class: activators; 0.24% of 390,000 active; AID 1347120;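 note: potency is the fitted concentration of half-maximal effect; plate controls were DMSO vehicle for no effect and reference control for full effect; nearly all actives have a fitted effect of over 55% in size; some results filed as inactive show a strong effect at the top dose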
#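 Toxicity suppression screen in FUS-yeast. Cells induced with 2% galactose, starting OD 0.005, treated 24hr at 30C with compounds at multiple final concentrations; growth by OD600.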
# Active calls of the source: *; u = inconclusive; x = not tested or not shown; [ ] = another dose, or the depositor's remark. Unless noted, calls come from the whole dose curve; as a rule, active = well fitted curve in the direction sought with a large enough effect; inconclusive = small, poorly fitted or top-dose-only effect, or another doubt; inactive = no such curve, though single readings can be large; an effect the other way counts as inactive or inconclusive.
entry	SMILES	WRN inhibitor	EPAC1 antag	Abeta rescue	PLK1 PBD inh	EPAC1 ag	aSyn rescue	IL-2 act	PI5P4K alpha inh	FUS suppressor
1	COc1ccc(-c2noc(C3CCCN(C(=O)Nc4ccccc4)C3)n2)cc1 (configuration not stated)	-2%	-3%	8%	9%	-2%	13%	-0.6	-3	11%
2	CN(C)S(=O)(=O)c1ccc(C(=O)Nc2ccc3ncccc3c2)cc1	4%	-1%	1%	-10%	-4%	1%	-0.4	2	23%
3	CCNC(=O)CSc1nnc(C2CC2)n1-c1ccccc1	1%	-12%	0%	-1%	4%	-4%	-0.2	3	-13%
4	CCCC1(c2ccccc2)NC(=O)N(CC(=O)Nc2sc(-c3ccccc3)cc2C(=O)OCC)C1=O (configuration not stated)	6%	9%	9%	3%	1%	-3%	-0.2	-4	2%
5	CCOC(=O)Nc1cccc2c1-c1ccc([N+](=O)[O-])cc1C2=O	-5%	-5%	-2%	2%	-3%	1%	-0.4	21	x
6	O=C1CCCN1CCCNS(=O)(=O)c1cccc(F)c1	2%	5%	-2%	2%	-15%	-6%	-1.3	-6	-4%
7	NCCCCCc1cn(CC(=O)NCCCCCCCCCCC(=O)N2CCNCC2)nn1	-10%	-19%	8%	-13%	-10%	-1%	-0.3	12	-17%
8	O=C(COc1ccccc1/C=C\c1nc(O)c([N+](=O)[O-])c(=O)[nH]1)Nc1ccccc1	u	u	5%	-18%	9%	2%	-2.2	-55*	29%
9	CCCCN(CC)Cc1c(C)[nH]c2c(ccc3ccccc32)c1=O	3%	-3%	-16%	5%	-1%	4%	-3.1	-6	23%
10	CCOC(=O)Cc1nn(C(C)C)c(=O)c2ccccc12	7%	2%	-5%	-12%	-6%	0%	-3.3	3	-10%
11	Cc1ccc(S(=O)(=O)NC(=O)Nc2ccc(C)cc2C)cc1	5%	-15%	-5%	0%	8%	-8%	-0.2	3	32%
12	Cc1ccc(C)c(NC(=O)COC(=O)CNC(=O)c2ccccc2Cl)c1	5%	-21%	-23%	-7%	-19%	-6%	-5.3	0	2%
13	O=C(NCCCN1CCOCC1)c1cc2ccccc2o1	-10%	-7%	7%	-3%	3%	-10%	-0.4	x	-27%
14	Oc1ccccc1C=NC1=NN(c2cccc(C(F)(F)F)c2)CC1	9%	1%	0%	-5%	-5%	-15%	-1.3	x	18%
15	Cc1ccc(S(=O)(=O)N2CCN(C)CC2)cc1	5%	-15%	0%	-9%	12%	3%	-0.6	-4	-19%
16	CCOC(=O)[C@]12CCC=C1N(Cc1ccco1)C(=O)[C@H](CC(=O)N1CCC(c3ccccc3)CC1)C2	-13%	-19%	-3%	-19%	8%	5%	2.3	-26	40%
17	O=S(=O)(c1ccccc1)N1CCN(S(=O)(=O)N2CCCCCC2)CC1	4%	6%	-7%	-23%	-8%	3%	-0.2	-8	21%
18	O=S(=O)(CCN1CCN(C(c2ccccc2)c2ccccc2)CC1)C(F)(F)F	-9%	-13%	-8%	15µM*	3%	-12%	2.0	x	-8%
19	COc1ccc(NC(=S)NC(NC(=O)c2cccc3ccccc23)C(Cl)(Cl)Cl)c([N+](=O)[O-])c1 (configuration not stated)	-4%	3%	12%	-6%	8%	0%	-0.2	x	10%
20	CC(C)NC(=O)c1cc(C2CCCCN2S(=O)(=O)c2ccc(F)cc2F)on1 (configuration not stated)	-5%	-2%	2%	-2%	2%	1%	0.4	0	0%
21	O=C(Nc1ccc(N2CCOCC2)cc1)C1(c2ccc(Cl)cc2)CCC1	-31%	-11%	16%	-6%	6%	19%	-3.6	4	38%
22	CC(NC(=O)c1cccs1)c1ccccc1 (configuration not stated)	-3%	5%	3%	-8%	6%	-5%	0.1	6	-4%
23	CCOC(=O)Cn1c(=O)oc2cc(S(=O)(=O)N(C)Cc3ccco3)ccc21	3%	-4%	-13%	4%	-21%	2%	3.9	-2	2%
24	CCc1nc(CNC(=O)C2CCC(=O)N(Cc3cccc(OC)c3)C2)no1 (configuration not stated)	4%	17%	1%	2%	2%	-3%	-2.5	1	9%
25	Cn1c(CNC(=O)CCNC(=O)c2cccc(Br)c2)cc(=O)n(C)c1=O	-2%[57.1 µM]	-25%	23%	-25%	0%	-1%	0.9	2	11%
26	CCOCCOC(=O)c1ccc(-n2cnc(C)n2)nc1	-2%	9%	6%	3%	2%	-1%	3.6	-4	-37%
27	Clc1cccc(-c2nc3c4ccccc4ccn3c2Cc2ccccc2)c1	-15%	-10%	16%	6%	5%	-2%	-0.2	19	23%
28	COC(=O)c1ccc(NC(=S)N2CCN(CCO)CC2)cc1	-6%	-7%	-14%	-14%	9%	-3%	0.0	1	-15%
29	CC1Cc2ccccc2N1S(=O)(=O)c1cccc(C(=O)NCc2ccccn2)c1 (configuration not stated)	-4%	-10%	-5%	-9%	-9%	3%	2.8	-6	22%
30	COCCN1C(=O)C(CC(=O)Nc2ccc(C(=O)O)cc2)SC1=Nc1ccccc1 (configuration not stated)	-24%	3%	3%	-3%	4%	15%	-1.4	6	x
31	COC(=O)c1ccc(COc2ccc3c(C)c(C)c(=O)oc3c2C)o1	-1%	11%	21%	-1%	-1%	-1%	-2.0	x	7%
32	CC1(C(=O)Nc2ccc3c(c2)OCCO3)CSCC(=O)N1CCc1ccccc1F (configuration not stated)	-3%	-2%	2%	-6%	2%	2%	-0.4	2	32%
33	Cc1cc(SCC(=O)Nc2ccc3[nH]c(=O)[nH]c3c2)nc2ccccc12	u	-9%	-7%	-3%	-3%	-4%	-0.7	3	6%
34	CCOC(=O)CC(=O)CSc1nnc2c(n1)[nH]c1ccccc12	-12%	-1%	-6%	-4%	3%	-4%	-1.2	x	32%
35	COc1ccc(-c2csc(NC(=O)c3ccc(OCC(=O)N4CCOCC4)c(OC)c3)n2)cc1	-10%	-11%	3%	2%	9%	0%	-5.6	-4	17%
36	Cc1ccc(N2C(=O)CCC2=O)c(C)c1	-4%	-14%	-3%	-4%	-5%	-5%	-2.5	6	4%
37	Cc1nn(C)cc1/C=N\NC(=O)c1ccc(Cn2cc(Cl)cn2)cc1	-2%	-7%	-11%	0%	-6%	6%	-1.9	-1	7%
38	Cc1cc(C(=O)NCCC2=CCCCC2)c(C)o1	-19%	-10%	-2%	u	9%	6%	-1.2	x	20%
39	C#CC1(NC(=O)NS(=O)(=O)c2ccc(C)cc2)CCCCC1	-7%	-40%	19%	-7%	0%	2%	1.7	-2	-25%
40	Cc1cc(=O)[nH]c(Nc2cccc(C(F)(F)F)c2)n1	2%	10%	-5%	-6%	-7%	-12%	-0.7	1	-22%
41	CC(C)(C)c1ccc(OCCCC(=O)Nc2ccc(S(N)(=O)=O)cc2)cc1	-2%	11%	-9%	-8%	3%	2%	5.3	0	1%
42	Cc1cc(Nc2ccccc2C(=O)O)n(-c2ccc([N+](=O)[O-])cc2)n1	-5%	13%	-4%	1%	-9%	-4%	0.0	-18	32%
43	COc1ccc2c(c1)Cc1sc(NC(=O)c3cccnc3)nc1-2	2%[57.1 µM]	2%	-5%	-18%	-1%	2%	1.0	-14	-5%
44	Cc1ccc(NC(=O)c2cnccn2)cc1S(=O)(=O)N1CCCCCC1	u	-17%	12%	-3%	5%	5%	-0.6	-5	16%
45	COc1ccc(Cc2[nH]n3c(=O)cc(C(C)C)nc3c2-c2ccccc2)cc1	-5%	-24%	-5%	-11%	2%	-1%	-0.3	0	27%
46	O=C(Nc1ccccn1)C1CCN(C(=O)c2ccc(Cl)cc2)CC1	12%	3%	1%	3%	1%	26%	0.4	6	-54%
47	CC(C)Sc1nsc2nc(=O)c(/C=C3\C=Nc4ccccc43)c(N)n12	-16%[11.6 µM]	-22%	6%	27µM*	-36%[inhibitor]	6%	-0.1	u	2%
48	CCCC1=C(C(=O)OCC)C(c2ccc(O)cc2)n2ncnc2N1 (configuration not stated)	-15%	1%	10%[9.22 µM]	2%	-7%	2%	1.2	0	-40%
49	Cc1c(C)c2c(OCC(=O)NCc3cccnc3)cc3c(c2oc1=O)CCC(C)(C)O3	9%	16%	-22%	0%	-23%	-2%	0.0	-8	-19%
50	CC1=C(C(=O)OCc2ccccc2)C(c2ccc([N+](=O)[O-])cc2)NC(=O)N1CCCC(=O)O (configuration not stated)	1%	11%	-2%	0%	-23%	1%	-0.8	-68*	-26%
51	CC(C)NC(=S)Nc1c(N)[nH]c(=O)[nH]c1=O	0%	9%	-1%	-6%	8%	1%	-1.5	0	-18%
52	CC(=O)N(CCc1ccccc1)Cc1cc2cc(C)ccc2[nH]c1=O	0%	26%	-9%	-1%	0%	0%	0.1	7	-12%
53	NC(=O)C1(N2CCCCC2)CCN(C(=O)CCCn2c(=O)[nH]c3ccsc3c2=O)CC1	4%	-5%	7%	-11%	5%	-4%	-2.9	-6	-28%
54	Cc1cc(C)c(Nc2n[nH]c(=S)s2)cc1C	5%	-7%	6%	27µM*	-11%	0%	-1.7	-90*	14%
55	O=C(C[C@@H]1C/C=C\C[C@H](Cc2ccc(F)cc2)C(=O)OC[C@H]2CCCN2C1=O)NCCO	-1%	1%	0%	4%	-13%	0%	-0.1	-5	0%
56	CC(=O)c1ccc(N2CCN(C(=O)C3CCN(S(=O)(=O)Cc4ccccc4)CC3)CC2)cc1	-2%[57.1 µM]	5%	-2%	-5%	-2%	-5%	-2.7	1	10%

# 2 entries drawn at random from the list so far, as already listed:
entry	SMILES	WRN inhibitor	EPAC1 antag	Abeta rescue	PLK1 PBD inh	EPAC1 ag	aSyn rescue	IL-2 act	PI5P4K alpha inh	FUS suppressor
51	CC(C)NC(=S)Nc1c(N)[nH]c(=O)[nH]c1=O	0%	9%	-1%	-6%	8%	1%	-1.5	0	-18%
54	Cc1cc(C)c(Nc2n[nH]c(=S)s2)cc1C	5%	-7%	6%	27µM*	-11%	0%	-1.7	-90*	14%
